Source: PubChem
Shiga inhibitor – Shiga toxin inhibition; inhibition, % at 38.7 µM; 9.2% of 290,000 active; AID 2315; Vero cells, Shiga toxin protein synthesis inhibition reporter; in the data active means inhibition mostly above about 28%, no sharp cut-off; inactive means mostly below about 43%; further: 0% is about no effect
CHX counter – counter-screen for Shiga toxin inhibitors: cycloheximide protein synthesis inhibition; cell reporter, cycloheximide protein synthesis inhibition counterscreen; 12% of 300,000 active; max response, %; AID 2314; in the data active means max response mostly above about 13%, no sharp cut-off; inactive means mostly below about 14%; further: read at 38.3 µM for the half of the compounds with a filed dose; 0% is about no effect
LmPK inh – LmPK (Leishmania mexicana) enzyme inhibition. Potency, µM (series often up to 57.5 µM), for the others: at the top dose activity change, negative = inhibition, hits mostly inhibitors. Q27686. purified LmPK, Kinase-Glo ATP luminescence, 1 h. 0.37% of 290,000 active; further: potency means the concentration at half of the fitted maximal effect; on the % scale 0 is the no-effect control and ±100 the full control effect
Target sequence (Q27686 whole entry, looked up): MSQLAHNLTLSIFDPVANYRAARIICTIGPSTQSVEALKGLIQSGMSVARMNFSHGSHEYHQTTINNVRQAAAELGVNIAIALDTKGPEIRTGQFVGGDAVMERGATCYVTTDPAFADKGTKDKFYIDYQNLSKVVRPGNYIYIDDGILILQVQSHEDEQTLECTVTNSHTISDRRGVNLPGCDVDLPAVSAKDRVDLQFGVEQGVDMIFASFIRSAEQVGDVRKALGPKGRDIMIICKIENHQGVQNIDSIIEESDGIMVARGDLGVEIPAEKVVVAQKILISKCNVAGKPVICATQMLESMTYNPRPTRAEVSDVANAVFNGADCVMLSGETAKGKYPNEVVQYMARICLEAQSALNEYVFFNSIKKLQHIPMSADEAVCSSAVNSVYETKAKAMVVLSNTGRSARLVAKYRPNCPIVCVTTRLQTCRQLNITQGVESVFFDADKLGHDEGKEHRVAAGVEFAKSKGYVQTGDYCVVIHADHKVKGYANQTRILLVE
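Pyruvate kinase activity monitored as ATP production (luciferase luminescence). Conditions: 0.1 nM enzyme, 0.5 mM PEP, 0.1 mM ADP, 1 h, RT; normalized against uninhibited and no-enzyme wells.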
Pf growth 96h – P. falciparum growth inhibition at 96 hour, primary screen for plastid delayed-death inhibitors; P. falciparum luciferase reporter growth, 96 h; Potency, µM (series often up to 28.7 µM), inactives show top-dose activity change, negative = inhibition, actives largely listed as inhibitors; 6.9% of 320,000 active; AID 504834; further: potency means the concentration at half of the fitted maximal effect; on the % scale 0 is the no-effect control and ±100 the full control effect
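Erythrocytes infected with luciferase-expressing P. falciparum were dispensed at 2% hematocrit and 0.05% parasitemia (final), then incubated with compounds 96 hours at 37 C in 5% CO2. Luminescence after detection reagent addition reported growth.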
AMA1 RON2 block – disrupts binding of P. falciparum AMA1 to RON2; AID 720542; AlphaScreen AMA1-biotinylated RON2 peptide binding; Potency, µM (titrated, usually from 58.2 µM), for inactives: top-dose activity change, negative = inhibition, most hits filed as inhibitors; 0.2% of 360,000 active;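 further: potency means the concentration at half of the fitted maximal effect; 0% = vehicle wells and -100% = peptide control; nearly all actives have a fitted effect of over 45% in size; some results filed as inactive show a strong effect at the top dose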
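AMA1 (3D7) with his tag at 25 nM final met compounds first, then biotinylated RON2 peptide at 25 nM; detection used donor plus acceptor beads, 10 µg/mL apiece, read by AlphaScreen after 30 min at room temperature.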
Tb PYK inh – inhibitors of Trypanosoma brucei pyruvate kinase. 0.12% of 410,000 active. TbPYK enzyme, Kinase-Glo Plus ATP luminescence, 45 min. Q57TT1. AID 624173. Potency, µM (top dose mostly 76.8 µM), without a hit: top-dose activity, negative = inhibition, hits mostly inhibitors; further: potency means the concentration at half of the fitted maximal effect; on the % scale 0 is the no-effect control and ±100 the full control effect; nearly all actives have a fitted effect of over 50% in size
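Luminescent Kinase-Glo Plus end-point after 45 min room-temperature reaction of T. brucei pyruvate kinase started with 130 uM ADP (final). Buffer TEA 50 mM pH 7.2 with KCl, MgCl2, BSA, Tween-20; titration-based qHTS with fitted concentration-effect curves.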
Pf growth 48h – P. falciparum growth inhibition at 48 hours (one generation); P. falciparum luciferase growth in erythrocytes, 48 h; 5.9% of 310,000 active; Potency, µM (series often up to 28.7 µM), for the others: at the highest dose activity change, negative = inhibition, most hits filed as inhibitors; further: potency means the concentration at half of the fitted maximal effect; on the % scale 0 is the no-effect control and ±100 the full control effect
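Luciferase-expressing P. falciparum in infected erythrocytes (2% hematocrit, 0.1% parasitemia final) in RPMI 1640/0.5% Albumax were exposed to compound for 48 hours at 37 C, 5% CO2; growth read as luminescence.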
* = called active by the depositor; ? = inconclusive; · = not tested or not shown; [ ] = remark or other dose. Unless noted, the call rests on the fitted dose curve; in most records, active means well fitted curve in the direction sought with a large enough effect; inconclusive means small, poorly fitted or top-dose-only effect, or another doubt; inactive means no such curve, though single readings can be large; an effect the other way counts as inactive or inconclusive.

SMILES	Shiga inhibitor	CHX counter	LmPK inh	Pf growth 96h	AMA1 RON2 block	Tb PYK inh	Pf growth 48h
COc1ccc(/C=N/NC(=O)COc2cccc3ccccc23)c(C(=O)O)c1OC	0	9	-2%	?	11%	1%	-4%
CCOC(=O)NC(=O)c1cn(-c2ccc(OC)cc2)c(=O)[nH]c1=O	-9	-3	-3%	0%	12%	4%	·
Cn1c(=O)c2c(ncn2Cc2cccc(Cl)c2)n(C)c1=O	12	9	-4%	0.93µM*	0%	-8%	?
OCCC1CN(Cc2cccc3nccnc23)CCN1Cc1ccc(F)c(F)c1 (centres undefined)	-22	1	2%	20%	3%	1%	-7%
Cc1cc(C)nc(SCC(=O)N/N=C/c2cccn2-c2ccc(O)cc2)n1	7	-4	9%	·	-4%	3%	?
O=C1CNC(=S)N1C(CO)c1ccccc1 (centres undefined)	-3	-6	-4%	11%	1%	-2%	-1%
CC(=O)Nc1ccc(S(=O)(=O)NC2(C(F)(F)F)NC(=O)N(Cc3ccccc3)C2=O)cc1 (centres undefined)	9	0	-2%	-9%	6%	-2%	-2%
COc1ccc(C(=O)c2coc3ccc(O)c(CN4CCCCC4)c23)cc1	42	23	4%	57%[activator]	0%	-4%	7.4µM*
O=[N+]([O-])c1ccc2c(c1)nc1n2CCSC1	-3	-2	-3%	25%	3%	-3%	15%
N#Cc1cc2c(nc1SCc1ccccc1)CCCC2	-3	-1	1%	?	-1%[2.32 µM]	-2%	-11%
COc1cccc(-c2nnc(SCC3CNC(=O)O3)n2-c2ccc(Cl)cc2)c1 (centres undefined)	0	-2	8%	?	-9%	-20%	-7%
C=CCn1c(CCNC(=O)c2cccs2)n[nH]c1=S	2	3	-4%	5%	6%	-25%	28%
COc1ccccc1CCC(=O)Nc1ccc2c(c1)CN(Cc1ccc(C)o1)CC2	-9	6	-5%	?	0%	-8%	?
N#Cc1ccccc1NC(=O)C(=O)NCCc1csc(-c2ccc(F)cc2)n1	·	·	·	-23%	·	3%	-2%
O=C(Nc1ccccn1)c1nc(-c2ccccc2)n(-c2ccccc2)n1	13	12	7%	?	-3%	3%	1%

Molecules above with a cyano group (two):
SMILES	Shiga inhibitor	CHX counter	LmPK inh	Pf growth 96h	AMA1 RON2 block	Tb PYK inh	Pf growth 48h
N#Cc1cc2c(nc1SCc1ccccc1)CCCC2	-3	-1	1%	?	-1%[2.32 µM]	-2%	-11%
N#Cc1ccccc1NC(=O)C(=O)NCCc1csc(-c2ccc(F)cc2)n1	·	·	·	-23%	·	3%	-2%

More records:
SMILES	Shiga inhibitor	CHX counter	LmPK inh	Pf growth 96h	AMA1 RON2 block	Tb PYK inh	Pf growth 48h
N/C(=N\OCc1ccccc1)c1nonc1N	99*	55*	?	?	19%	-5%	227%[activator]
O=C(Nc1ccccc1C(=O)Nc1cccnc1)c1ccccc1	-9	-1	-17%	1%	10%	0%	8%
Cc1ccc(C)c(COC(=O)CCN=C2NS(=O)(=O)c3ccccc32)c1	·	·	·	17%	-4%	-3%	-12%
COc1cc(CCC(=O)N2CCN(c3ncccn3)CC2)cc(OC)c1OC	1	-1	4%	-21%[5.75 µM]	3%	1%	-6%
O=C(CN1CCOCC1)N/N=C/c1cccc2ccccc12	-6	-3	3%	13%	12%	-3%	19%
O=C(c1cc(C2CC2)nn1-c1ccccc1)N1CCN(c2ccccn2)CC1	·	·	·	?	-22%	-5%	-97%
Cc1ccc2nc(SCC(=O)c3ccc(Cl)cc3)nc(=O)n2c1	·	·	·	30%	99%[activator]	3%	7%
CC(=O)N1N=C(c2ccc(C)cc2)CC1c1ccco1 (centres undefined)	35	13*	-28%	?	17%	6%	49%[activator]
CCC(C)NC(=O)c1[nH]c(C)c(C(=O)OC)c1C (centres undefined)	11	-1	-1%	-26%	-5%	-2%	?
COc1ccc(C(=O)N2CCN(c3nc4cc(C)ccc4cc3C#N)CC2)c(OC)c1	6	-3	-5%	-3%	-8%	3%	2.1µM*
CCOC(=O)c1ccc(-c2ccc(-c3cc(=O)oc4cc(OC)c(OC)c(OC)c34)cc2)cc1	14	7	·	·	-8%	5%	·
CCc1ccccc1N1C(=O)C(Cl)=C(N2CCOCC2)C1=O	·	-3	10%	1.5µM*	9%	9%	1%
COC(=O)CNC(=O)c1cc(-c2ccncc2)nc2c(C)c(Cl)ccc12	-18	-4	1%	-55%	-16%	4%	?
CCOc1ccc(CCNC(=O)C(C)n2nc(C)c3c(C)n(-c4ccccc4)nc3c2=O)cc1 (centres undefined)	-4	-7	-6%	13µM*	1%	-5%	?
Cc1ccc(C(=O)CSc2nc3ccccc3c(=O)n2-c2ccccc2)s1	-8	-4	-3%	70%[activator]	0%	-2%	11%
O=C1C(C2=C(O)c3ccccc3C2=O)=Nc2ccccc21	65*	25*	18µM*	24%	-17%	?	6%
O=C(NCCCN1CCCC1=O)C(=O)NCC1OCCCN1S(=O)(=O)c1cc(F)ccc1F (centres undefined)	-8	1	-2%	9%	3%	1%	-2%
O=C1OC(c2ccc(F)cc2)=C/C1=C\c1ccc([N+](=O)[O-])o1	20	13	21%	46%[activator]	·	·	14%
Cc1cc(C)cc(OCC(=O)Nc2ccncc2)c1	·	0	-1%	?	8%	0%	-7%
O=C(O)C/C(=C\c1ccc(Cl)cc1)c1nc2ccccc2o1	-4	-1	-2%	0%	-2%	-2%	0%
COCCN(C(=O)COC(=O)Cc1coc2cc(C)ccc12)c1c(N)n(Cc2ccccc2)c(=O)[nH]c1=O	·	·	·	24%	-14%	4%	10%
COC(=O)c1ccccc1NC(=O)CSc1nc2ncccc2[nH]1	-12	1	0%	16%	4%	3%	2%
CCN(C(=O)c1ccc2c(=O)n3c(nc2c1)CCCCC3)c1cc(OC)ccc1OC	-12	1	-4%	?	3%	-3%	?
CCOC(=O)c1c(NC(=O)C2c3ccccc3Oc3ccccc32)sc(C(C)=O)c1C	-10	-3	-4%	?	0%	12%	?
COc1cccc2cc(-c3csc(NC(=O)CCC(=O)NCCCN4CCC(C)CC4)n3)c(=O)oc12	73*	28*	?	-9%	-1%	-11%	-48%
O=C(Cc1ccccc1)c1c[nH]c(C(=O)NC2CCCC2)c1	10	13	3%	-24%	-7%	9%	?
Cc1ccc(-n2[nH]c(C)c(C=Nc3ccc(S(=O)(=O)N4CCOCC4)cc3)c2=O)c(C)c1	-6	-1	4%	?	·	·	11%
Nc1nc(SCC(=O)N2CCOCC2)n[nH]1	2	-4	6%	?	-3%	1%	-2%
COc1ccc(C2CC(=O)N3CN(c4ccc(C)c(Cl)c4)CSC3=C2C#N)cc1OC (centres undefined)	6	8	16%	-8%	34%[activator]	?	·
Cc1c(Br)c([N+](=O)[O-])nn1CCCC(=O)NC(C)c1ccccc1 (centres undefined)	-11	-3	-3%	?	-23%	0%	2%
COc1ccc(/C=C/C(=O)N2CCCc3ccccc32)cc1	74*	52*	0%	67%[activator]	-2%	-8%	13%
CCCC(=O)Nc1c2c(nn1-c1ccc(OC)cc1)CS(=O)C2 (centres undefined)	-3	-4	-2%	2%	-19%	1%	-14%
CC1(C)CC(NC(=O)C2CCN(S(=O)(=O)c3ccc(F)cc3)CC2)CC(C)(C)N1	1	0	4%	-39%	-10%	1%	10%
Cc1ccc2cc(CN(C)S(C)(=O)=O)c(=O)[nH]c2c1	-12	18	3%	-19%	-9%	4%	2%
S=C(Nc1ccccc1)N1CCCCC1	18	6	-9%	1%	9%	2%	39%[activator]
CCCC(=O)N(c1ccc(C(=O)O)cc1)c1nc(-c2ccccc2)c(C)s1	6	-2	0%	5%	1%	-17%	?
Cn1ccnc1SCC(=O)NC1(C#N)CCCCC1	·	·	·	12%	4%	-6%	55%[activator]
CCCCCc1c(C)nc(N2CCN(Cc3ccc4c(c3)OCO4)CC2)[nH]c1=O	8	-1	-1%	-3%	3%	0%	5%
CCc1nn(CC(=O)NC2CCN(Cc3ccccc3)CC2)c(=O)c2cc3cc(F)ccc3n12	1	-6	6%	33%[activator]	-9%	-3%	3%
O=C(O)COc1ccccc1/C=N/NC(=O)c1cc(-c2ccccc2)nc2ccccc12	3	-3	1%	3%	34%[activator]	2%	-5%
CC(c1ccon1)N(C)C(=O)c1ccc(OC2CCN(C(=O)C3CC3)CC2)cc1 (centres undefined)	-11	-3	-2%	22%	53%[activator]	4%	-4%
CCN(CC)Cc1c(C(=O)N/N=C/c2c(Cl)cccc2Cl)nnn1-c1nonc1N	3	3	-2%	5%	12%	9%	10%
COc1ccc(-c2nc3ccc(C4=C(C)CC(=O)NN4)cc3[nH]2)cc1	·	·	·	7.6µM*	·	3%	?
NC(=O)c1oc2ccccc2c1NC(=O)C1CC(=O)N(c2ccccc2)C1 (centres undefined)	·	·	·	-15%	-4%	-9%	0%
COc1ccc(N2CCN(CCCNC(=O)c3ccc(CS(=O)(=O)c4ccc(Cl)cc4)o3)CC2)cc1	-3	2	1%	?	-13%	-2%	-17%
Cc1cccc(OCC(=O)NCC(=O)N/N=C/c2ccc(N(C)C)cc2)c1	-12	2	-7%	7.4µM*	2%	-5%	?
CCOC(=O)Cc1c[nH]c2ccccc12	-4	-3	-1%	-10%	-8%	1%	15%
CCOC(=O)c1c(-c2ccccc2)csc1NC(=O)c1cc(S(=O)(=O)N2CCOCC2)ccc1C	-2	9	-1%	?	27%	-13%	13%
CCCS(=O)(=O)N1CCCC(C(=O)NCCCOCC)C1 (centres undefined)	-1	6	-4%	51%	-2%	-8%	-6%
CCC(C)NS(=O)(=O)c1ccc(S(=O)(=O)N(CCc2ccc(OC)c(OC)c2)Cc2cccs2)cc1 (centres undefined)	6	-1	2%	-3%	-7%	-3%	?
Cc1cccnc1NC1(C(F)(F)F)N=C(c2ccccc2)NC1=O (centres undefined)	-28	-3	-1%	78%	-1%	-10%	32%[activator]
CSc1ncccc1C(=O)OCc1ccccc1	87*	31*	-6%	5%	42%[activator]	0%	26%
COc1ccc(-c2cn3cc(Cl)ccc3n2)cc1OC	92*	21*	3%	28%	-24%	-4%	47%[activator]
O=C(O)c1ccc(CSCc2c(F)cccc2Cl)o1	8	2	4%	?	-8%	3%	-4%
COc1cscc1C(N)=O	-12	-3	8%	?	-3%	-11%	-23%
CCOC(=O)CCc1c(C)nc2cc(C3CCCN(C(=O)OC(C)(C)C)C3)[nH]n2c1=O (centres undefined)	-11	-3	3%	?	2%	0%	-12%
Cc1ccc(-n2c(=O)c3c(n4cnnc24)-c2ccccc2CC32CCCCC2)cc1	-15	-2	0%	1%	0%	-7%	-8%
NC(=O)C1CN(S(=O)(=O)c2ccc(Cl)cc2F)c2ccccc2O1 (centres undefined)	-16	-6	1%	3%	-3%	-16%	-21%

Whole records, quoted from the list. Order of screens: Shiga inhibitor	CHX counter	LmPK inh	Pf growth 96h	AMA1 RON2 block	Tb PYK inh	Pf growth 48h
Entry for `COc1cscc1C(N)=O` : -12	-3	8%	?	-3%	-11%	-23%
Entry for `Cc1cccc(OCC(=O)NCC(=O)N/N=C/c2ccc(N(C)C)cc2)c1` : -12	2	-7%	7.4µM*	2%	-5%	?
Entry for `Cc1cccnc1NC1(C(F)(F)F)N=C(c2ccccc2)NC1=O` (centres undefined) : -28	-3	-1%	78%	-1%	-10%	32%[activator]
